High-throughput results: PubChem, several laboratories
PMI inhibition – human PMI inhibitors, high substrate, primary screen, biochemical, fluorescence intensity, high mannose 6-phosphate (AID 1220); inhibition, % at 20 µM; hits with a dose series show IC50 in µM; 0.66% of 190,000 active; recombinant PMI enzyme, coupled fluorescence intensity; higher % means a stronger effect; Mannose-6-phosphate isomerase (Homo sapiens)
TNAP activators – human TNAP enzyme activators, primary screen, biochemical, luminescent, no phosphate acceptor, uHTS (AID 1001); activation fold at 20 µM; hits with a dose series show EC50 in µM; Alkaline phosphatase, tissue-nonspecific isozyme (Homo sapiens); purified TNAP, luminescent activation assay, no phosphate acceptor; higher activation fold means a stronger effect; 0.03% of 200,000 active; in the data active means activation fold from about 3, or a potency from the dose series; inactive means the rest, 99 in 100 with activation fold below about 1.6; further: many of its hits are not listed in these tables
M17LAP inhibition – P. falciparum M17LAP inhibitors, primary screen, biochemical, fluorogenic H-Leu-NHMec substrate, 1536-well (AID 1619); Leucine aminopeptidase (Plasmodium falciparum (isolate 3D7)); recombinant M17LAP, H-Leu-NHMec fluorogenic kinetic assay; higher % means a stronger effect; one-dose inhibition, % at 30 µM; IC50 in µM for titrated hits; 0.38% of 220,000 active;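 active means compound inhibiting the enzyme by more than half at any dose during confirmatory dose-response retesting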;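 further: plate controls were full reaction with DMSO carrier for no effect and no enzyme background for full effect; strong numbers were not always called active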
Hep lipid drop – inhibitors of hepatocyte lipid droplet formation, primary screen, imaging, high-throughput imaging, BODIPY stain; AML12 mouse hepatocytes, oleate lipid droplets; inhibition, % at 6.5 µM; 0.4% of 240,000 active; AID 1656, 2009;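 active means lipid droplet intensity inhibited by at least 50%, with more than 500 cells counted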
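material = mouse AML12 hepatocyte cell line, fixed after treatment | also added = 100 µM oleic acid challenge | doses = compound at 6.5 µM only | schedule = overnight exposure | technique = Image-based BODIPY and DAPI two-channel analysis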
XIAP displacement – XIAP antagonists, biochemical, IAP family, fluorescence polarization (AID 1018); E3 ubiquitin-protein ligase XIAP (Homo sapiens); XIAP BIR domain, fluorescence polarization peptide displacement; higher % means a stronger effect; displacement, % at 20 µM, or IC50 in µM where a hit was titrated; 0.007% of 200,000 active; in the data active means displacement above about 50%; further: a part of the inactive calls stands beside numbers as strong as those of hits
P. falciparum M1AAP – P. falciparum M1AAP inhibitors, biochemical, fluorogenic H-Leu-NHMec substrate, 1536-well (AID 1445) | Aminopeptidase N (Plasmodium falciparum (isolate 3D7)) | recombinant M1AAP, H-Leu-NHMec fluorogenic kinetic assay; higher % means a stronger effect | inhibition, % at 30 µM, or IC50 in µM where a hit was titrated | 0.42% of 220,000 active;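 active means primary inhibition above the hit cutoff, then over 50% inhibition at one or more dose response concentrations, cut at about 23% in these data, passing the limit was not always enough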;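 further: plate controls were DMSO full reaction for no effect and no enzyme background for full effect; strong numbers were not always called active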
K1F lysis inhibition – inhibition of K1F phage lysis, E. coli UTI89, bacterial capsule biogenesis inhibitors, alamar blue (AID 488966); E. coli UTI89 K1F phage lysis, alamar blue, 2 h; higher % means a stronger effect; 0.02% of 340,000 active; inhibition, % at 100 µM, or IC50 in µM where a hit was titrated;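 active means phage lysis inhibition, versus mean bacterial control, above a set limit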;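 further: capsule biogenesis inhibitors block K1F phage lysis so surviving cells raise fluorescence; higher fluorescence means more inhibition of phage lysis; actives were called in the ten point dose series up to 300 µM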
SIAH1 antagonists – Siah-1 peptide-binding antagonists, primary screen, biochemical, fluorescence polarization, rhodamine-plectin, uHTS (AID 1817); E3 ubiquitin-protein ligase SIAH1 (Homo sapiens); Siah-1 / rhodamine-plectin peptide fluorescence polarization; higher % means a stronger effect; displacement, % at 20 µM; hits with a dose series show IC50 in µM; 0.02% of 290,000 active;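 active means displacement of at least 50% at 20 µM, with a fluorescence ratio check between 0.3 and a set limit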;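 further: plate controls were Siah plus tracer with DMSO for no effect and tracer alone without Siah for full effect; strong numbers were not always called active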
human PMI inhibition – inhibitors of human PMI, primary screen, biochemical, fluorescence intensity, coupled assay (AID 1209) | purified PMI enzyme, coupled fluorescence intensity; higher % means a stronger effect | inhibition, % at 20 µM, or IC50 in µM where a hit was titrated | 0.42% of 190,000 active;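 further: plate controls were DMSO vehicle for no effect and wells lacking substrate for full effect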
Hep lipid drop cells 6.5 µM – recorded beside Hep lipid drop, whose call it bears; cell count; measured here: cell count, cytotoxicity flag;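 cells counted across two imaged fields per well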
Starred values were filed as active, the others as inactive; · = not tested or not shown; [ ] = another dose, or the depositor's remark. Unless noted, no stated cut-off is given here; in the data, active means inhibition above about 50%; inactive means the rest.

(1) Cc1ccn(-c2cccc(-n3ccc(C)n3)n2)n1
(2) CCn1ncc(Br)c1C(=O)Nc1ccccc1OC
(3) Cc1ccc(NC(=O)N2CCC(NC(=O)c3ccccc3C)CC2)cc1
(4) Cc1ccc(C(=O)N2CCN(S(=O)(=O)c3ccccc3)CC2)cc1
(5) Cc1nnc(N2CCN(Cc3ccccc3)CC2)[nH]c1=O
(6) CN1C(=O)CC2(CC(=O)N(Cc3ccccc3)C2)C1=O (stereo not given)
(7) C[C@]1(C(=O)O)C=C[C@@H](Cc2ccccc2)N1C(=O)c1ccccc1
(8) NC(=O)c1ccc[n+](CC(=O)c2ccc(Br)cc2)c1

entry no.,1,2,3,4,5,6,7,8
PMI inhibition,17%,-6%,4%,1%,4%,-10%,-1%,2%
TNAP activators,1.1,1.1,1.1,1.2,1.1,1.1,1.1,1
M17LAP inhibition,6%,1%,-4%,1%,34%,-3%,7%,7%
Hep lipid drop,2,3,·,6,-1,-2,8,-3
Hep lipid drop cells 6.5 µM,710,711,·,594,805,748,756,663
XIAP displacement,-5.5%,-3.0%,-4.0%,-3.0%,-2.5%,-6.2%,-21%,-1.1%
P. falciparum M1AAP,2%,7%,4%,2%,1%,3%,-5%,2%
K1F lysis inhibition,1.4%[50 µM],-0.2%,0.3%,-1.1%,0.0%,2.1%,0.2%,0.2%
SIAH1 antagonists,2%,6%,6%,14%,0%,-5%,7%,2%
human PMI inhibition,11%,-2%,-1%,2%,5%,-10%,3%,-13%

Entries of single compounds, looked up by structure. Order of screens: PMI inhibition | TNAP activators | M17LAP inhibition | Hep lipid drop | Hep lipid drop cells 6.5 µM | XIAP displacement | P. falciparum M1AAP | K1F lysis inhibition | SIAH1 antagonists | human PMI inhibition
`CCn1ncc(Br)c1C(=O)Nc1ccccc1OC` in the list: -6% | 1.1 | 1% | 3 | 711 | -3.0% | 7% | -0.2% | 6% | -2%
`Cc1nnc(N2CCN(Cc3ccccc3)CC2)[nH]c1=O` in the list: 4% | 1.1 | 34% | -1 | 805 | -2.5% | 1% | 0.0% | 0% | 5%
`CN1C(=O)CC2(CC(=O)N(Cc3ccccc3)C2)C1=O` (stereo not given) in the list: -10% | 1.1 | -3% | -2 | 748 | -6.2% | 3% | 2.1% | -5% | -10%
`NC(=O)c1ccc[n+](CC(=O)c2ccc(Br)cc2)c1` in the list: 2% | 1 | 7% | -3 | 663 | -1.1% | 2% | 0.2% | 2% | -13%
`Cc1ccc(C(=O)N2CCN(S(=O)(=O)c3ccccc3)CC2)cc1` in the list: 1% | 1.2 | 1% | 6 | 594 | -3.0% | 2% | -1.1% | 14% | 2%

Further compounds follow:
(9) CCOC(=O)COc1cc(O)c2c(=O)cc(-c3ccccc3)oc2c1
(10) Cc1nc2ccccc2n1C(=O)N1CCOCC1
(11) Cc1ccnc(SCc2cc(=O)c(OC(=O)c3ccccc3)co2)n1
(12) Cc1ccc(CNC(=O)COC(=O)c2ccc(Cl)c(N)c2)cc1
(13) Cc1nc2cc(S(=O)(=O)N(C)C)ccc2n1-c1ccccc1
(14) Cc1ccc(S(=O)(=O)/N=C(\Nc2cc(C)on2)c2ccc(Cl)cc2)cc1
(15) CN1c2ccccc2C(=O)C(=C2SCCCS2)S1(=O)=O
(16) Cc1ccccc1N/C(SCc1cccc(Br)c1)=C(/C#N)C(N)=O

entry no.,9,10,11,12,13,14,15,16
PMI inhibition,1%,-10%,-4%,48%,17%,3%,·,4%
TNAP activators,1,1.1,1.2,1,1,1,·,1.1
M17LAP inhibition,0%,17%,0%,10%,-4%,5%,5%,-13%
Hep lipid drop,-5,-1,19,6,·,10,·,4
Hep lipid drop cells 6.5 µM,737,737,743,681,·,769,·,629
XIAP displacement,-8.8%,2.2%,-1.6%,-1.8%,-4.8%,-8.5%,·,-6.3%
P. falciparum M1AAP,-13%,0%,4%,-4%,4%,-1%,6%,9%
K1F lysis inhibition,-1.4%,0.6%,-0.1%,1.8%[50 µM],0.4%,2.9%[50 µM],-0.7%,1.8%[50 µM]
SIAH1 antagonists,16%,5%,2%,-3%,-1%,-2%,-5%,-2%
human PMI inhibition,5%,-4%,-7%,26%,12%,4%,·,19%

(17) O=[N+]([O-])c1ccccc1/C=N/Nc1nnc(-c2ccccc2)c(-c2ccccc2)n1
(18) CN1CCN(CC(=O)C23CC4CC(CC(C4)C2)C3)CC1
(19) COc1nc(-c2ccncc2)nc2ccccc12
(20) Cc1[nH]n(C)c(=O)c1C(=O)c1c(-c2ccccc2Cl)noc1C
(21) COc1ccc2cc(C#N)c(SCC(=O)NNC(=O)Cc3ccccc3)nc2c1
(22) CCOc1cc(/C=C2\N=C(SCC)SC2=O)cc([N+](=O)[O-])c1OC(C)=O
(23) O=C(Nc1ccc(CN2CCOCC2)cc1)c1cccc(-c2cc3ccccc3oc2=O)c1
(24) Cc1cc(C)nc(SCNC(=O)c2ccc(F)cc2)n1

entry no.,17,18,19,20,21,22,23,24
PMI inhibition,-4%,-28%,9%,·,9%,53%*,-3%,-3%
TNAP activators,1,1.1,1.1,·,1.1,0.9,1.1,1.1
M17LAP inhibition,-7%,2%,-5%,-6%,-7%,-51%,4%,-1%
Hep lipid drop,9,·,·,0,·,·,23,·
Hep lipid drop cells 6.5 µM,597,·,·,712,·,·,671,·
XIAP displacement,-5.3%,-0.2%,-4.3%,·,-3.8%,-8.4%,-5.8%,-13%
P. falciparum M1AAP,9%,-5%,3%,6%,-2%,61%*,5%,7%
K1F lysis inhibition,1.0%[50 µM],0.0%,1.8%,0.5%,3.1%,2.4%,-0.1%,1.6%
SIAH1 antagonists,8%,0%,4%,2%,-4%,-5%,-5%,1%
human PMI inhibition,-5%,-17%,8%,·,6%,37%,-3%,0%

(25) COC(=O)CNC(=O)c1c(-c2ccccc2Cl)noc1C
(26) CCC(C)NC(=O)CCS(=O)(=O)c1ccc(Br)s1 (stereo not given)
(27) CCCOc1ccc(/C=c2\sc3nc(-c4ccco4)nn3c2=O)cc1OCC
(28) CS(=O)(=O)CCC(C(=O)OCC(=O)c1ccc(Cl)cc1)N1C(=O)c2ccccc2C1=O (stereo not given)
(29) [N-]=[N+]=CC(=O)C(c1ccccc1)(c1ccccc1)c1ccccc1
(30) CC(C)Cn1c(SCc2nc3ccccc3c(=O)[nH]2)nc2ccccc2c1=O
(31) CCCNC(=O)Cn1cnc2sc(C(=O)N3CCN(c4ccc(F)cc4)CC3)c(C)c2c1=O
(32) CCOC(=O)C1CCN(C(=O)Nc2ccc3oc(C)nc3c2)CC1

entry no.,25,26,27,28,29,30,31,32
PMI inhibition,3%,-1%,-3%,-5%,·,-4%,-2%,6%
TNAP activators,1.1,1.1,0.9,1.2,·,1.1,1.1,1.1
M17LAP inhibition,10%,2%,25%,7%,14%,-7%,-3%,9%
Hep lipid drop,-2,·,0,-1,-8,·,9,5
Hep lipid drop cells 6.5 µM,809,·,615,702,734,·,801,771
XIAP displacement,-5.6%,-10%,-1.1%,-10%,·,-3.3%,-2.8%,-6.1%
P. falciparum M1AAP,6%,-3%,9%,11%,8%,2%,4%,6%
K1F lysis inhibition,1.8%,0.8%,4.5%,0.1%,-0.3%,5.7%,1.4%,2.7%
SIAH1 antagonists,9%,-4%,-3%,6%,-5%,0%,12%,-1%
human PMI inhibition,12%,7%,11%,11%,·,6%,-4%,11%

(33) Cc1ccc(-c2nnc(N3CCC(C)CC3)c3ccccc23)cc1C
(34) C/C(=N\NC(=O)CNC(=O)C(c1ccccc1)c1ccccc1)c1ccc(C)cc1
(35) Cc1cc(=O)n2[nH]c(C)c(-c3ccc(Cl)cc3)c2n1
(36) Cc1ccc(S(=O)(=O)NN2C(=O)/C(=C/c3cccs3)SC2=S)cc1
(37) O=C(Nc1cccc(Br)c1)c1ccc(OC2CSC2)cc1
(38) CCc1nnc(NC(=O)C2CCC2)s1
(39) Cc1nc(Sc2cccn2C)c(C(F)(F)F)c(=O)[nH]1
(40) O=C(CSc1nnc(-c2ccccc2)n1-c1ccc(Cl)cc1)N/N=C/c1ccco1

entry no.,33,34,35,36,37,38,39,40
PMI inhibition,5%,-3%,12%,·,12%,12%,1%,5%
TNAP activators,1,1.1,1.1,·,1,1.1,1.1,1
M17LAP inhibition,-3%,11%,0%,35%,5%,3%,-12%,-34%
Hep lipid drop,10,28,10,4,-35,8,·,2
Hep lipid drop cells 6.5 µM,662,653,700,770,685,738,·,672
XIAP displacement,-2.7%,0.1%,3.5%,·,-3.6%,-1.6%,-5.7%,-3.7%
P. falciparum M1AAP,3%,-1%,1%,31µM*,22%,4%,7%,7%
K1F lysis inhibition,0.3%,·,2.6%,-0.2%,·,0.0%,0.3%,0.2%
SIAH1 antagonists,2%,0%,-4%,-2%,5%,0%,6%,3%
human PMI inhibition,16%,0%,17%,·,10%,8%,6%,2%

(41) Cc1cc(C)cc(NC(=S)NC2CC3CCCC(C2)N3C2CC2)c1 (stereo not given)
(42) COc1ccc(Oc2nc3ccccc3n3cccc23)cc1
(43) O=C(C1=NNC2C(=O)N(c3ccccc3)C(=O)C12)c1nc(Cl)ccc1Cl (stereo not given)
(44) O=C(c1ccc([N+](=O)[O-])cc1)N(C1=NCCCCS1)c1ccccc1
(45) Cc1cccc(N=C2NC(=O)/C(=C/c3cccn3C)S2)c1C
(46) CCOC(=O)N1CCC(NS(=O)(=O)c2cc(Br)cnc2N)CC1
(47) CSc1ncccc1C(=O)OCC(=O)c1ccccc1
(48) Cc1cc(C)cc(N=C2NC(=O)/C(=C/c3cccs3)S2)c1
(49) O=C(c1cccc(-c2ccc(O)cc2)c1)N1CCOCC1

entry no.,41,42,43,44,45,46,47,48,49
PMI inhibition,6%,4%,1%,8%,·,-1%,9%,15%,1%
TNAP activators,1.2,1.1,1.2,1.1,·,1.1,1.1,1,1.1
M17LAP inhibition,-2%,-5%,36%,6%,4%,-8%,2%,-5%,3%
Hep lipid drop,0,6,·,12,28,·,-2,-10,29
Hep lipid drop cells 6.5 µM,683,702,·,785,763,·,686,675,758
XIAP displacement,-6.2%,-5.8%,-3.0%,-26%,·,0.0%,-3.4%,-20%,0.4%
P. falciparum M1AAP,0%,-1%,8%,-1%,6%,7%,-5%,11%,7%
K1F lysis inhibition,0.2%,0.1%,0.7%[50 µM],0.9%,-1.9%,0.2%,-0.2%,0.1%,-1.1%
SIAH1 antagonists,0%,-2%,11%,5%,-15%,2%,6%,9%,3%
human PMI inhibition,11%,10%,5%,9%,·,1%,11%,22%,4%
